Rin1 Abl inh: inhibitors of human Rin1-Abl protein interaction; AID 588664; 360,000 tested, 0.4% active; inhibition, % at 7.35 µM; TR-FRET Rin1/Abl binding, biochemical; P00519+Q13671; in the data active means inhibition above about 5%, passing the limit was not always enough
FAS TE block: FAS thioesterase (human) inhibition; recombinant FAS-TE, OMFH fluorogenic substrate, fluorescence endpoint; P49327; inhibition, % at 15 µM; 360,000 tested, 0.67% active;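 active means compounds whose normalised, plate-corrected inhibition of enzyme fluorescence in the single-dose primary screen is 50% or more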;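 further: 0% = DMSO with enzyme and 100% = substrate without enzyme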
Rpn11 inh: Rpn11 (human) deubiquitinase inhibition | O00487 | human 26S proteasome, Ub4-pepOG fluorescence polarization; 20S core pre-blocked with epoxomicin | calls only at 20 µM | 360,000 tested, 0.59% active;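 active means inhibition at 20 µM, scaled to each plate's controls, above about 33%, limit read from the data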
Target sequence (O00487 whole entry, looked up): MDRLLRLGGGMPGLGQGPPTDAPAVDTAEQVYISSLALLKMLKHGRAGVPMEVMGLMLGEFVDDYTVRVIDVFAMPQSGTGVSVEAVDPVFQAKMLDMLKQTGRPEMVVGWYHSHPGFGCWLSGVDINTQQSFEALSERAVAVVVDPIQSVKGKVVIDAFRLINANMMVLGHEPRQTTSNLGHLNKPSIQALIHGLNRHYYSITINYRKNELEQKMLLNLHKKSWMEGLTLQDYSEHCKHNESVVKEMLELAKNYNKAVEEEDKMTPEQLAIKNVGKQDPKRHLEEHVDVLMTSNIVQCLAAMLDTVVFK
CSN deneddyl inh: CSN deneddylation inhibition; Purified CSN, SCF-Nedd8-OG deneddylation, fluorescence polarization; AID 651999; inhibition, % at 12.5 µM; Q92905; 360,000 tested, 0.38% active;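 active means pattern-corrected inhibition above about 35%, with an unprinted fluorescence ratio check between 0.5 and 1.5, limit read from the data, passing the limit was not always enough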;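 further: 0% = enzyme with substrate and 100% = substrate without enzyme; some results filed as inactive read as strong as hits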
Target sequence (Q92905 whole entry, looked up, one chain of several): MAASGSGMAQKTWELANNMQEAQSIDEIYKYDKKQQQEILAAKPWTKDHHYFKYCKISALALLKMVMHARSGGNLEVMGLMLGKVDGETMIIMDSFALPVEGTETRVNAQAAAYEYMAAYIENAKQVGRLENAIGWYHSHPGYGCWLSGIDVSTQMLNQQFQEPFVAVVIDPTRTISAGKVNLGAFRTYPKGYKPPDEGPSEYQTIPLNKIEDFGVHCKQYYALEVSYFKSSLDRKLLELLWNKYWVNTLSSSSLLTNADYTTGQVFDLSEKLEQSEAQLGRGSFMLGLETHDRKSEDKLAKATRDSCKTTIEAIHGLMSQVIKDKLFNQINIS
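Material: human Csn5 produced in HEK293T cells; Input: enzyme 0.24 nM; Reagent: SCFSkp2-Nedd8OG substrate at 10 nM final; Dosing: 12.5 µM compound; Incubation: 90 min reaction at room temperature; Detection: fluorescence polarization of the substrate; Evaluation: % inhibition of substrate cleavage by Csn5; Control set: substrate-only high control, full reaction low control.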
Neddylation inh: blocks human cullin neddylation; P61081+Q13564; TR-FRET cullin neddylation, biochemical; calls only at 25 µM; 360,000 tested, 0.58% active; AID 651699; in the data active means inhibition above about 36%
SKN-1 inh: C. elegans SKN-1 inhibition; C. elegans VP596 Pgst-4::GFP/RFP ratio, acrylamide-induced, 24 h; inhibition, % at 21.8 µM; 360,000 tested, 0.49% active; AID 624304;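 active means interference check ratio from 0.5 to 1.5 plus GFP to RFP signal ratio inhibition reaching or exceeding a fixed threshold, cut at about 30% in these data, passing the limit was not always enough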; further: some compounds called inactive have numbers as strong as hits
MT1-MMP act inh: blocks activation of human MT1-MMP; AID 651647; 360,000 tested, 0.061% active; HT1080 RFP-PRO-GFP cells, GFP/RFP ratio fluorescence, overnight; percent of plate control window, DMSO zero; P50281; GFP/RFP ratio change, % at 20 µM;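 active means GFP/RFP ratio change of at least 30% with cell ATP level not reduced by more than half and red fluorescence within 50% of control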; further: strong numbers were not always called active
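Assay system: HT1080 RFP-PRO-GFP cells. Benchmarks: DMSO vehicle wells and RFP-L50D-GFP reporter cell wells. Times: overnight cell settling, then overnight compound exposure, 37 °C, 5% CO2. Compound: 20 µM single dose, 1% DMSO. Read-out basis: GFP/RFP fluorescence ratio.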
PABP1 MLLE inh: inhibitors of microRNA-mediated deadenylation, human PABP1 MLLE binding | GST-MLLE / FITC-PAM2 fluorescence polarization | inhibition, % at 20 µM | 360,000 tested, 0.36% active | AID 588489; in the data active means inhibition above about 35%, passing the limit was not always enough;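 further: plate controls were DMSO wells with GST-MLLE for no effect and wells lacking GST-MLLE protein for full effect; some results filed as inactive read as strong as hits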
NadD block: NadD (S. aureus) enzyme inhibition. 360,000 tested, 0.78% active. AID 602399. inhibition, % at 20 µM. purified NadD enzyme, colorimetric absorbance read-out; in the data active means inhibition above about 26%; further: some compounds past the cut are filed as inactive
Active calls of the source: *; i = inactive; . = no result given; & = joins results of further samples.

Start of the data: the first two compounds (preview)
No.	Structure	Rin1 Abl inh	FAS TE block	Rpn11 inh	CSN deneddyl inh	Neddylation inh	SKN-1 inh	MT1-MMP act inh	PABP1 MLLE inh	NadD block
1	Cc1ccsc1/C=C1/SC(N2CC(C)OC(C)C2)=NC1=O (stereo unspecified)	0	-2	i	-3	i	-6	5	6	4
2	CC1CCCN(S(=O)(=O)c2ccc(NC(=O)C3CCN(C(=O)c4ccco4)CC3)cc2)C1 (stereo unspecified)	2	-3	i	-4	i	7	3	8	2

Main list, repeating the preview:
No.	Structure	Rin1 Abl inh	FAS TE block	Rpn11 inh	CSN deneddyl inh	Neddylation inh	SKN-1 inh	MT1-MMP act inh	PABP1 MLLE inh	NadD block
1	Cc1ccsc1/C=C1/SC(N2CC(C)OC(C)C2)=NC1=O (stereo unspecified)	0	-2	i	-3	i	-6	5	6	4
2	CC1CCCN(S(=O)(=O)c2ccc(NC(=O)C3CCN(C(=O)c4ccco4)CC3)cc2)C1 (stereo unspecified)	2	-3	i	-4	i	7	3	8	2
3	COc1cc(NC(=O)C2CCCC2)c(OC)cc1Cl	-1	-7	i	1	i	16	-3	-9	-2
4	O=C(c1cccc(F)c1)n1nnc2ccccc21	1	2	i	2	i	14	6	19	0
5	CNS(=O)(=O)c1ccc2c(c1)C(=O)c1cc(S(=O)(=O)NC)ccc1CC2	4	82*	i	-3	i	9	-6	4	-12
6	CC(=O)c1cccc(NC(=S)N2CCc3ccccc32)c1	-1	3	i	-1	i	-8	0	-27	2
7	COc1cc(/C=N/N=C2/SCC(=O)N2c2ccc(O)cc2)ccc1O	2	-4	i	-14	i	-12	0	10	-1
8	COc1ccc([N+](=O)[O-])cc1NC(=O)CS(=O)(=O)c1ccc(C)cc1	0	25	i	5	i	12	1	-2	-7
9	O=C(O)CSCc1nc2cccnc2n1C1CCCCC1	-4	-7	i	1	i	13	-8	8	0
10	Cc1nn(C(=O)N2CCCCC2)c(C)c1CN1C(=O)c2ccccc2C1=O	3	3	i	4	i	0	2	7	7
11	COc1ccc(CNC(=O)COC(=O)c2ccccc2OCC(=O)Nc2ccc(SC(F)F)cc2)cc1	-3	-8	i	5	i	-8	1	3	-3
12	CCN(CC)C(=O)Cn1cc(S(=O)(=O)CC(=O)NCc2ccccc2)c2ccccc21	2	-2	i	3	i	0	-1	12	-1
13	C[n+]1ccccc1/C=C/c1c(F)cccc1F	-2	-5	i	1	i	10	-1	-106	17
14	COc1cccc(-n2c(SC)nnc2-c2c[nH]c3ccccc23)c1	0	1	i	-1	i	7	-1	-7	1
15	CC(=O)c1ccc(OC(=O)N2CCOCC2)cc1	0	-6	i	1	i	-11	1	-2	1
16	COc1ccc(CN2CCOC2=O)cc1OC	-4	-9	i	3	i	-16	3	-4	-3
17	O=C1CC(c2ccccc2)CC(O)=C1C=Nc1ccccc1Cl (stereo unspecified)	2	4	i	0	i	4	1	-11	-3
18	Cc1cc(C)c(S(=O)(=O)N2CCCOC2CNC(=O)C(=O)NCc2ccco2)c(C)c1 (stereo unspecified)	0	-11	i	-15	i	2	4	-4	-2
19	COCCN(C(=O)COC(=O)CSc1ccc(Cl)cc1)c1c(N)n(Cc2ccccc2)c(=O)[nH]c1=O	1	2	i	2	i	3	1	-10	0
20	CCn1c(CC(=O)Nc2cccc(Cl)c2Cl)nnc1SCCOc1ccc(OC)cc1	0	-83	i	1	i	11	-10	-113	16
21	Cc1ccc(S(=O)(=O)N(Cc2ccccc2Cl)C(=O)N2CCN(C)CC2)cc1	-2	-8	i	0	i	3	-3	0	-4
22	O=c1[nH]c(=S)[nH]c2c1[C@H](C1CC1)O[C@H](CCc1ccccc1)C2	.	8	.	-5	i	-11	1	.	0
23	COc1ccccc1C(=O)O/N=C(\N)c1ccc(Cl)cc1	0	0	i	-1	i	-5	0	0	-6
24	COc1ccc(CN2CCN(C3CCC3)CC2CCO)c(F)c1 (stereo unspecified)	0	-3	i	-4	i	3	1	0	-4
25	Cc1ccc(NC(=O)CSCC(=O)Nc2cc(Cl)ccc2N2CCOCC2)cc1	2	14	i	0	i	11	-2	1	-3
26	CCN(CC)c1ccc(NC(=O)COC(=O)c2ccc3ccccc3n2)cc1	0	4	i	1	i	18	.	5	7
27	COC(=O)c1cncn1Cc1ccccc1	2	-9	i	0	i	-19	5	-9	-6
28	CC(C)NC(=O)Nc1ccc2c(c1)C(=O)N([C@H](C)CO)C[C@H](C)[C@@H](CN(C)Cc1ccc(C(F)(F)F)cc1)OCCCC[C@H](C)O2	2	6	i	-4	i	1	2	-3	7
29	O=C(CNC(=O)c1cccs1)c1ccc(F)cc1	1	-5	i	3	i	11	2	-14	2
30	CC(C)NC(=O)CSc1nccc(-c2cccs2)n1	1	-3	i	0	i	11	0	-1	3
31	CCN(CC)C(=O)c1nc(-c2cccc3ccccc23)no1	1	10	i	1	i	19	-4	3	-11
32	Cn1c(=O)c2c(ncn2Cc2ccc(Cl)cc2)n(C)c1=O	2	-2	i	-10	i	-5	0	-3	2
33	COc1cc(NC(=O)c2ccccc2)c(OC)cc1NC(=O)CN1CCOCC1	-1	-5	i	0	i	-4	5	2	-3
34	CCOc1ccccc1CN1C(=O)NC(C)(c2ccccc2)C1=O (stereo unspecified)	-3	-2	i	5	i	7	1	-24	-5
35	CCn1c(-c2cccnc2Cl)nc2ccccc21	1	-9	i	-4	i	33	-4	6	-1
36	CCN1CCCc2cc(CN(CCN3CCOCC3)C(=S)Nc3ccc(OC)cc3)ccc21	2	1	i	-2	i	-8	2	-84	-8
37	CCOc1ccc(OCCC(=O)OCC(=O)Nc2cc(OCC)c(N3CCOCC3)cc2OCC)cc1	2	5	i	3	i	11	7	-16	-4
38	CC(O)c1nc2ccccc2n1Cc1ccc([N+](=O)[O-])cc1 (stereo unspecified)	-3	1	i	-17	i	-7	-4	-9	0
39	CC1CC(C)CN(c2ccc([N+](=O)[O-])nc2)C1 (stereo unspecified)	-3	0	i	16	i	6	1	-6	-7
40	CCN(c1ccc(OC)cc1)S(=O)(=O)c1ccc(-c2cc(C)no2)s1	-4	30	i	-3	i	30	0	-11	-5
41	Cc1noc(NS(=O)(=O)c2ccc(NC(=O)C34CCC(CC3)C4)cc2)c1C	-1	-10	i	3	i	8	-1	1	1
42	C/C=C(\C)C(=O)Nc1cccc(C2=NOC3(C2)C[C@@H](C(N)=O)N(C(=O)c2cc([N+](=O)[O-])cc([N+](=O)[O-])c2C)C3)c1 (stereo partly specified)	-1	28	i	-4	i	-3	3	-3	13
43	COc1ccc(NC(=O)C2CC2)cc1-n1cnnn1	3	-6	i	1	i	15	1	-2	-1
44	Cc1cccc(OCC(=O)N2CCc3ccccc3C2)c1C	-2	8	i	6	i	19	-3	-5	-3
45	CN(C)CCCNCC(=O)c1c(-c2ccccc2)n(C)c2ccccc12	1	-7	i	4	i	2	-4	-15	-1
46	O=C(CSc1n[nH]c(=O)n1Cc1ccccc1)Nc1ccc(F)c(F)c1F	0	-2	i	4	i	-3	0	-46	-2
47	COc1ccc(C2=NOC(C(=O)Nc3cccnc3)C2)cc1OC (stereo unspecified)	1	-8	i	3	i	1	-16	12	-3
48	N#C/C(=C\c1ccc(O)c(O)c1)C(=O)c1ccc(O)c(O)c1	-1	-2	.	167	i	9	-1	-142	7
49	CCOC(=O)C1=CN(Cc2ccco2)S(=O)(=O)N(C)C1c1cccc(OC)c1 (stereo unspecified)	-2	7	i	0	i	0	1	-15	-5
50	COc1ccc(CCNC(=O)CSC2=NS(=O)(=O)c3cc(F)ccc3N2)cc1OC	-2	-7	i	-3	i	11	0	5	-4
51	CC1CN(C(=O)c2cccc(COc3ccc(Br)cc3)c2)CC(C)O1 (stereo unspecified)	-2	4	i	6	i	15	0	-1	-1
52	CN(C)C(CNC(=O)c1cc(Br)ccc1Cl)c1ccco1 (stereo unspecified)	-1	-2	i	-2	i	10	-1	-2	-7
53	NS(=O)(=O)c1ccc(NC(=O)CSc2ncn[nH]2)cc1	5	-5	i	-6	i	9	4	-6	-2
54	O=S(=O)(c1ccccc1)N1CCN(C(=S)NCCc2ccccc2)CC1	0	12	i	-1	i	2	0	-110	-5
55	Cc1cc(NC(=O)CCC(=O)N(CC(=O)NC2CCCC2)c2ccc(Cl)c(Cl)c2)no1	2	18	i	5	i	2	-1	0	-7
56	O=C(Nc1ccccc1C(=O)N1CCOCC1)c1ccc(CSc2ccccc2)cc1	-1	5	i	1	i	7	1	9	-10

Next section
No.	Structure	Rin1 Abl inh	FAS TE block	Rpn11 inh	CSN deneddyl inh	Neddylation inh	SKN-1 inh	MT1-MMP act inh	PABP1 MLLE inh	NadD block
57	O=C(NCCCO)c1cc2ccccc2[nH]1	3	-6	i	16	i	-3	3	-2	4
58	CCc1ccc(OCC(=O)OCC(=O)NCCNC(=O)COC(=O)COc2ccc(CC)cc2)cc1	3	-1	i	4	i	-17	2	-3	-9
59	COC(=O)c1ccc(COc2cc(C)ccc2C)o1	0	7	i	3	i	18	-1	-2	-12
60	C[C@@H]1C[C@H]2[C@@H]3C[C@H](F)C4=CC(=O)C=C[C@]4(C)[C@@]3(Cl)[C@@H](O)C[C@]2(C)[C@H]1C(=O)COC(=O)C(C)(C)C	0	7	i	-2	i	6	-3	-10	8
61	Oc1ccccc1N=Cc1c(O)ccc2oc3c(c12)CCCC3	-4	11	i	3	i	12	-24	-43	1
62	C/C(=N/O)c1ccccn1	-1	-2	i	-6	i	-15	0	-10	5
63	C=C(C)Cn1c(CCNC(=O)C(C)(C)C)nc2ccccc21	-1	-7	i	-7	i	6	-3	-4	-2
64	Cc1[nH]c(=O)[nH]c(=O)c1S(=O)(=O)N1CCC(C(=O)NC(C)c2ccccc2)CC1 (stereo unspecified)	3	-6	i	1	i	9	2	5	-3
65	O=C(O)Cn1c(SCc2cccc3ccccc23)nc2ccccc21	1	-2	i	2	i	-9	0	-16	1
66	CCCCNC(=O)c1c(O)c2cccc3c2n(c1=O)CCC3	-5	12	i	-7	i	3	1	7	-10
67	CC(C)CCC(C(=O)O)C(C)CC(=O)NNC(=O)c1ccco1 (stereo unspecified)	-2&-3	-5&-3	i	11&3	i	2&15	-3&-1	9&13	1&1
68	O=C(CC[C@H]1O[C@@H](n2ccc(=O)[nH]c2=O)[C@H](O)[C@@H]1O)NCC1CCCO1 (stereo partly specified)	2	-6	i	5	i	3	1	6	-5
69	NC1=NC2(CCCCC2)N(c2cccc(Cl)c2)C(N)=N1	-2	-8	i	-4	i	-34	-1	-8	-4
70	CC(=O)N1CCN(S(=O)(=O)c2c(C)n(C)c(=O)n(C)c2=O)CC1	-3	-9	i	2	i	14	-3	-1	0
71	COc1ccccc1C(=O)COC(=O)/C=C/c1ccccc1	2	21	i	-1	i	7	3	1	-10
72	CC(CCN1CCN=C1Nc1ccccc1)c1ccccc1 (stereo unspecified)	2	-9	i	-2	i	-3	-2	12	-9
73	Cn1nc(-c2ccc(S(N)(=O)=O)s2)cc1C(F)(F)F	2	-4	i	-7	i	-12	0	-9	-7
74	CC(C(=O)Nc1ccccn1)N1C(=O)c2ccccc2S1(=O)=O (stereo unspecified)	-2	-3	i	-4	i	-8	1	-8	1
75	CCOC(=O)c1c(NC(=O)COc2ccccc2C#N)sc2c1CC(C)(C)NC2(C)C	2	3	i	-1	i	4	-1	-17	-10
76	CCn1c(SCC(=O)c2c(N)n(C3CC3)c(=O)[nH]c2=O)nnc1-c1ccccc1OC	-2	-6	i	-2	i	-5	-3	-47	4

High-throughput results (PubChem)
